PTHR1 ag = activates the human parathyroid hormone receptor PTHR1; 0.075% of 410,000 active; HEK293 GP2 PTHR1 cells, GloSensor cAMP luminescence, 1 h; Potency, µM (highest dose often 115 µM), inactives show top-dose activation, usual class: activators; AID 743266; Q03431; note: potency is the fitted concentration of half-maximal effect; nearly all actives have a fitted effect of over 55% in size; some results filed as inactive show a strong effect at the top dose; inactives centre near -15; many of its hits are not listed in these tables
Target sequence (Q03431 whole entry, looked up): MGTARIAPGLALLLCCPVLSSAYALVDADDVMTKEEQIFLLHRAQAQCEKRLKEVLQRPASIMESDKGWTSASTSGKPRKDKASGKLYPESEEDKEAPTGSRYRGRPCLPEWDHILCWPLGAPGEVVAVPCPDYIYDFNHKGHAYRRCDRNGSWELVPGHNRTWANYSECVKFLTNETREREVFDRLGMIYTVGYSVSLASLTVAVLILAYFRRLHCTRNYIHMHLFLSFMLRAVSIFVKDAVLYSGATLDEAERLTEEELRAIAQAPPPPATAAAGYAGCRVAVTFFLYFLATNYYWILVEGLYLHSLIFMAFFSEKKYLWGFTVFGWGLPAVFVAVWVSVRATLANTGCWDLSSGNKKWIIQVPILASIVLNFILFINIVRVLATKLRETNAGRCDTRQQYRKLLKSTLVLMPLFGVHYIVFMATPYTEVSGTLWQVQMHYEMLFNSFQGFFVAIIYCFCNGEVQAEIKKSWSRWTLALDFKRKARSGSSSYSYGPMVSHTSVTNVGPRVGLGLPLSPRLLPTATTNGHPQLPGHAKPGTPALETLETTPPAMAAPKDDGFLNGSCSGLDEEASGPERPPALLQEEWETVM
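HEK-293-derived GP2 cells expressing PTHR1 and a GloSensor cAMP reporter, 3,000/well, plated overnight, given luciferin plus IBMX (each 0.5 mM as added) for 1 h at 37 °C, then compound for 1 h at 37 °C. Luminescence was read after 15 min at room temperature.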
DRD3 agonist = activates the human D3 dopamine receptor; P35462; D3R DiscoveRx beta-arrestin cells, luminescence, 90 min; max activation, %; 0.58% of 410,000 active; in the data active = max activation above about 30%; note: 0% is about no effect; mostly tested at two doses, the higher about 12 µM
Target sequence (P35462 whole entry, looked up): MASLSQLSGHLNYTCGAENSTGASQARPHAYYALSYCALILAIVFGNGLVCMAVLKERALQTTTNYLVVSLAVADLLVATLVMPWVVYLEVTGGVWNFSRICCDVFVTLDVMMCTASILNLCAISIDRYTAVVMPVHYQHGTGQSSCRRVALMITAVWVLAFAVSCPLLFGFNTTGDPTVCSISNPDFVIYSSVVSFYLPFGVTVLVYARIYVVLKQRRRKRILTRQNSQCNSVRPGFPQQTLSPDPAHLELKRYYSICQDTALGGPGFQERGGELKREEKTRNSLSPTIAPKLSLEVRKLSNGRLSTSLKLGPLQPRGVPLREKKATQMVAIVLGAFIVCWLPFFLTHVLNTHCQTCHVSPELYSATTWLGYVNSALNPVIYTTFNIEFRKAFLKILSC
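Agonist mode: compounds and dopamine controls were applied to plated cells for 90 min at 37 degrees C after an overnight attachment at 1500 cells/well. Luminescent read-out followed 30 - 60 minutes at room temperature with DiscoveRx detection reagent.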
GLP1R cytotox = cytotoxicity counter-screen for GLP-1 receptor inverse agonists; HEK293 cAMP-luciferase reporter cells, luminescence, 24 h; Potency, µM (top dose mostly 38.3 µM), inactives show at the highest dose activity change, negative = inhibition, most hits filed as inhibitors; 0.13% of 410,000 active;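 note: loss of luciferase light is scored as toxicity; potency is the fitted concentration of half-maximal effect; % is set by controls: 0 for no effect and ±100 for the full control effect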
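Compound-treated cells are incubated 24 hr at 37 deg C under 5% CO2 after a 12 hour attachment period, then luciferase detection reagent is added and luminescence is measured following 12 min at room temperature; lowered signal indicates toxicity.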
KB-V1 cytotox = kills drug-selected multidrug resistant KB-V1 cells. KB-V1 MDR cells viability, CellTiter-Glo, 72 h. Potency, µM (doses to about 46.1 µM), for the others: top-dose activity change, negative = cytotoxicity, most hits filed as cytotoxic. 3.4% of 400,000 active; note: potency is the fitted concentration of half-maximal effect; % is set by controls: 0 for no effect and ±100 for the full control effect; nearly all actives have a fitted effect of over 60% in size
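In this primary screen, KB-V1 cells overexpressing P-gp are incubated with library compounds (lowest to highest concentration) for 72 h at 37 degrees C before a luminescent ATP viability read.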
GLP-1R agonist = GLP-1 receptor (human) agonism | HEK293 GLP-1R CRE-luciferase, luminescence, 4-6 h; cells express a hypersensitive GLP-1R form | Potency, µM (titrated, usually from 45.6 µM), for inactives: at the highest dose activation, usual class: activators | 0.007% of 380,000 active; note: potency is the fitted concentration of half-maximal effect; % of control where 0% means no effect
TDP43 rescue = rescues yeast growth from TDP-43 toxicity. TDP-43 expressing yeast growth rescue, BacTiter-Glo, 24 h. 1.8% of 410,000 active. Potency, µM (series often up to 46.1 µM), for inactives: top-dose growth rescue (activation), actives largely listed as activators. AID 652104; note: potency is the fitted concentration of half-maximal effect; % of control where 0% means no effect; nearly all actives have a fitted effect of over 50% in size
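Yeast cells expressing TDP-43 under galactose induction are exposed to compounds for 24 hr at 30 deg C. BacTiter-Glo luminescence measures growth, so protective compounds score as activators.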
D3 antag = D3 dopamine receptor (human) antagonism; D3R cells, DiscoveRx beta-arrestin luminescence, antagonist mode; stronger effect = lower value; max response, negative = inhibition, %; 2.5% of 360,000 active; AID 652054; in the data active = max response below about -50%; inconclusive = no clear call, values can overlap the other calls; note: % is set by controls: 0 for no effect and ±100 for the full control effect; mostly tested at two doses, the higher about 12 µM
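Cells plated overnight at 1500 cells/well, then exposed to library compounds with dopamine controls for 90 minutes at 37 degrees C. DiscoveRx reagent added for 30–60 minutes at room temperature; luminescence read, quantitative HTS format.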
aSyn rescue = alpha-synuclein toxicity inhibition in yeast. Yeast expressing alpha-synuclein, growth rescue, BacTiter-Glo, 24 h. Potency, µM (series often up to 46.1 µM), inactives show at the highest dose growth rescue (activation), actives largely listed as activators. 0.14% of 370,000 active; note: potency is the fitted concentration of half-maximal effect; % of control where 0% means no effect; nearly all actives have a fitted effect of over 65% in size
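Readout is rescue of growth in alpha-synuclein-expressing yeast, so inhibitors of toxicity appear as activators. Growth after 24 hr at 30 deg C in galactose medium is quantified by luminescence.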
GLP1R inv ag = inverse agonists of human GLP-1 receptor | HEK293 GLP-1R CRE-luciferase, luminescence, 24 h; GLP-1R form is constitutively active | Potency, µM (doses to about 38.3 µM), inactives show at the highest dose activity change, negative = inhibition, most hits filed as inhibitors | 1.6% of 410,000 active; note: potency is the fitted concentration of half-maximal effect; % is set by controls: 0 for no effect and ±100 for the full control effect; nearly all actives have a fitted effect of over 55% in size
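GLP-1R inverse agonism mode: basal reporter luminescence in engineered HEK293 cells measured after one day of compound exposure at 37 deg C, with a 12 min room-temperature detection step.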
* = called active by the depositor; i = inactive; ? = inconclusive; . = no result given; & = joins results of further samples; [ ] = another dose, or the depositor's remark. Unless noted, calls come from the whole dose curve; as a rule, active = well fitted curve in the direction sought with a large enough effect; inconclusive = small, poorly fitted or top-dose-only effect, or another doubt; inactive = no such curve, though single readings can be large; an effect the other way counts as inactive or inconclusive. Some of the compounds tested, so the mix of outcomes need not match the whole.

cpd | SMILES | PTHR1 ag | DRD3 agonist | GLP1R cytotox | KB-V1 cytotox | GLP-1R agonist | TDP43 rescue | D3 antag | aSyn rescue | GLP1R inv ag
1 | CN(CCOc1ccc(Cl)cc1)C(=O)Cc1ccc(S(=O)(=O)N2CCOCC2)s1 | -25% | 0 | -22% | -18% | 0% | 15% | 4 | -1% | -25%
2 | O=C(CCCOc1ccccc1)N1CCc2ccccc2C1 | -20% | -8 | -14% | -13% | 2% | 5% | -1 | 12% | -23%
3 | O=C(Nc1ccnn1C1CCN(Cc2ccc(O)c(Cl)c2)CC1)C1CCCC1 | i | -8 | 15% | -5% | -19% | -5% | -16 | -10% | -5%
4 | O=C(N/N=C1\CC2CC=CC12)c1ccc(O)cc1 (stereo not given) | -6% | -2 | 3% | -31% | 8% | -20% | 3 | -5% | -18%
5 | Cc1nn(CCCC(=O)NCc2ccccc2)c(=O)c2c1sc1ccccc12 | i | 6 | 2% | . | . | 22% | . | . | 7%
6 | Cc1c(NC(=O)C(C)(C)C)cccc1-c1nc2ccccc2s1 | -25% | 5 | -2% | ? | . | ? | . | . | -26%
7 | COc1ccc(CNS(=O)(=O)c2cnc(N)nc2)c(OC)c1 | -14% | 13 | -4% | . | . | 8% | . | . | 7%
8 | CC(=O)C1=C(O)C(=O)N(CCc2ccccc2)C1c1ccccc1[N+](=O)[O-] (stereo not given) | i | 10 | 7% | 1% | -1% | -6% | 14 | 0% | 13%
9 | S=c1[nH]nc(-c2ccncc2)n1/N=C/C=C/c1ccco1 | i | 8 | 3% | 5% | -5% | ? | -19 | -3% | 8%
10 | CC(C)Oc1ccc(C2CC(=O)N(c3cccc(/C=C/C(=O)O)c3)C2=O)cc1 (stereo not given) | i | 1 | 2% | 25% | 6% | 1% | -1 | 8% | 6%
11 | Cc1cccc(N2C(=O)CC(N3CCN(Cc4ccc(Cl)cc4)CC3)C2=O)c1 (stereo not given) | i | -1 | 1% | 3% | 4% | 0% | -18 | 0% | ?
12 | COc1ccccc1N1CCN(C(=O)c2c(C)cc(=O)oc2C)CC1 | i | 2 | -3% | 12% | -12% | -8% | 0 | 0% | 2%
13 | O=C(COc1ccc2c3c(c(=O)oc2c1)CCC3)c1ccc2c(c1)OCO2 | -39%[inhibitor] | -5 | -13% | ? | -1% | -16% | 11 | 1% | 0%
14 | O=C(c1cnn(-c2ccc(Cl)cc2)c1)c1ccccc1O | -45%[inhibitor] | 2 | 25% | -27% | 6% | -11% | 4 | -8% | ?
15 | O=C(N/N=C/c1cccc2nccnc12)c1ccccc1O | 8% | -3 | ? | -5% | -2% | -3% | -15 | ? | ?
16 | COc1ccc(CN2CCNC(=O)C2CC(=O)NCCc2nc(C)c(C)s2)cc1C (stereo not given) | i | 5 | 2% | 24% | 4% | 9% | -2 | 6% | 26%
17 | Cc1ccccc1NC(=O)Cc1c(O)c2ccccc2[nH]c1=O | -42%[inhibitor] | -6 | 8% | -10% | 2% | 0% | -16 | -4% | 5%
18 | CCOC(=O)C1CCN(Cc2c(C(=O)N3CCOCC3)nc3c(C)cccn23)CC1 | -11% | 3 | 0% | 2% | 1% | -16% | 9 | 3% | 24%
19 | CN(C)c1ccc(NC(=S)NCC2CCCO2)cc1 (stereo not given) | i | -6 | 2% | 7% | 9% | 8% | 12 | 0% | 20%
20 | COc1cccc(OC)c1OCCOCCN1CCN(C)CC1 | -1% | 11 | -3% | -7% | 3% | -13% | 0 | 0% | 1%
21 | O=C(NCc1ccco1)C1CCCN1S(=O)(=O)c1ccc2ccccc2c1 (stereo not given) | 3%[57.5 µM] | -5 | 1% | ? | 5% | -11% | -11 | 2% | 11%
22 | Cc1ccccc1CSc1nnc(-c2cnccn2)n1C | -1% | -12 | 9% | -10% | 8% | -8% | 5 | 1% | -1%
23 | CCc1ccc(Nc2nc(C)cc(C)c2C(N)=O)cc1 | i | -11 | 9% | 0% | 9% | -16% | -21 | -11% | -20%
24 | CCOC(=O)Cn1c(C(F)(F)F)nc2nc(Cl)c(Cl)nc21 | -53%[inhibitor] | 1 | ? | -23% | -1% | 0% | 8 | -1% | -17%
25 | CCn1c(=O)c(C(=O)CN(C)CC(=O)Nc2cccc(F)c2)c(N)n(Cc2ccccc2)c1=O | -37%[inhibitor] | -1 | -22% | 11% | 11% | 15% | 17 | -1% | ?
26 | O=C(COc1ccc(Br)cc1Cl)Nc1ncn[nH]1 | -31%[inhibitor] | -16 | 4% | 24% | . | 4% | . | . | 4%
27 | O=C(NCCc1ccccc1)c1n[nH]c(=O)c2ccccc12 | -5% | -8 | 0% | -8% | 8% | -1% | -16 | -5% | 11%
28 | Cc1nc(Nc2cnc(/C=C/c3cc(C(=O)Nc4cccc(C(F)(F)F)c4)ccc3C)cn2)cc(N2CCNCC2)n1 | i | 4 | -22% | ? | -3% | 23% | -9 | -45%[inhibitor] | ?
29 | CCOC(=O)c1cccc(NC(=O)N[C@@H](C)C(=O)OC)c1 | -12%[57.5 µM] | 2 | 9% | -4% | 2% | 2% | -7 | 2% | 7%
30 | COc1ccc(CCN2C(=O)CC(C(C)c3ccccc3)C2=O)cc1OC (stereo not given) | -7% | 0 | 11% | ? | 9% | 40% | 4 | 2% | 7%
31 | O=C(c1ccc2c(c1)OCCO2)N1CCN(c2ccccn2)CC1 | -23% | 8 | 6% | 0% | 10% | 11% | 21 | 1% | 16%
32 | COc1ccccc1C(=O)N=C1SC2CS(=O)(=O)CC2N1c1ccccc1 (stereo not given) | i | 3 | -2% | -18% | 5% | 20% | 15 | 1% | 15%
33 | COc1ccc(N2CCN(C(=O)c3ccc(CS(=O)(=O)c4ccc(Br)cc4)o3)CC2)cc1 | -7% | -12&-12 | -10%&15% | 8%&-6% | -1% | -14%&-4% | -11 | -2% | -6%&5%
34 | CC(=O)c1cccc(NC(=O)c2c(-c3c(F)cccc3Cl)noc2C)c1 | i | 11 | 3% | . | -5% | 9% | 5 | 11% | 13%
35 | O=C(Nc1ccc(CSc2ccccc2)cc1)c1ccc(CN2CCOCC2)cc1 | -18% | 6 | -3% | ? | 2% | ? | 2 | 9% | ?
36 | O=C(CCCc1c[nH]c2ccccc12)Nc1ccc2ccccc2c1 | i | 0 | 62%[activator] | 11% | 7% | 9% | 10 | 2% | ?
37 | Cc1c(-n2c(=S)[nH]c3ccccc3c2=O)c(=O)n(-c2ccccc2)n1C | -3% | -3 | 4% | -13% | 2% | -6% | -10 | . | -9%
38 | OCc1ccccc1N=Cc1cccnc1 | i | -4 | 1% | 10% | 2% | -18% | -3 | -1% | -14%
39 | O=C(COC(=O)c1ccccc1[N+](=O)[O-])Nc1cccnc1Cl | i | 0 | -1% | -2% | 22% | -3% | 7 | 5% | 20%
40 | Cc1csc(SCC(=O)NC(=O)NCc2ccccc2)n1 | -17% | -1 | 8% | -25% | -1% | 14% | 6 | 7% | 8%
41 | COc1ccccc1CNC(=O)Cn1c(=O)oc2ccccc21 | -16% | 4 | -6% | 0% | . | 15% | . | . | 6%
42 | O=C(Nc1ccc(S(=O)(=O)N2CCCCC2)cc1)c1cnccn1 | -9% | 4 | -8% | -20% | 4% | 8% | 13 | 11% | 4%
43 | C=CCc1ccc(OCCOc2cccc3ccc(C)nc23)c(OC)c1 | -35%[inhibitor] | 10 | -16% | ? | ? | -22% | 13 | 1% | ?
44 | CCOC(=O)C1=C(N)OC2=C(C(=O)CC(C)(C)C2)C1c1cc(CSc2nnnn2C)cs1 (stereo not given) | -25% | 1 | -3%[7.66 µM] | -4% | 0% | 19% | 8 | 5% | 10%[7.66 µM]
45 | O=C(O)c1ccc(Cl)c(S(=O)(=O)N(Cc2ccccc2)c2ccc(F)cc2)c1 | ? | -1 | -23% | ? | -4% | 5% | 2 | 1% | ?

Profiles, quoted from the list:
C=CCc1ccc(OCCOc2cccc3ccc(C)nc23)c(OC)c1 is listed as PTHR1 ag = -35%[inhibitor]; DRD3 agonist = 10; GLP1R cytotox = -16%; KB-V1 cytotox = ?; GLP-1R agonist = ?; TDP43 rescue = -22%; D3 antag = 13; aSyn rescue = 1%; GLP1R inv ag = ?
S=c1[nH]nc(-c2ccncc2)n1/N=C/C=C/c1ccco1 is listed as PTHR1 ag = i; DRD3 agonist = 8; GLP1R cytotox = 3%; KB-V1 cytotox = 5%; GLP-1R agonist = -5%; TDP43 rescue = ?; D3 antag = -19; aSyn rescue = -3%; GLP1R inv ag = 8%

(list continues)
cpd | SMILES | PTHR1 ag | DRD3 agonist | GLP1R cytotox | KB-V1 cytotox | GLP-1R agonist | TDP43 rescue | D3 antag | aSyn rescue | GLP1R inv ag
46 | Cc1nccn1-c1c2c(c(C#N)c3nc4ccccc4n13)CCCC2 | i | 0 | 6% | 22% | 9% | -7% | -4 | 4% | 33%[activator]
47 | Cc1csc(NC(=O)CSc2nc(C(C)C)nc3ccccc23)n1 | -12% | 7 | -26% | 15µM* | 20% | 23% | -6 | 4% | ?
48 | COc1cccc(NC(=O)CCC2CCN(Cc3nccs3)CC2)c1 | -27% | 0 | -9% | -30% | 15% | -19% | 2 | -1% | -5%
49 | O=c1ccc(-c2ccc(S(=O)(=O)Nc3cccc([N+](=O)[O-])c3)s2)n[nH]1 | -17% | -18 | -3% | 28% | 5% | -3% | 2 | 3% | 171%[activator]
50 | COc1ccc(/C=C/c2cc(C(F)(F)F)on2)cc1 | -19% | 3 | -6% | -4% | 7% | 2% | 4 | 2% | 22%
51 | O=C(Cn1nnc2ccccc2c1=O)NC1CCCCC1 | i | 5 | 8% | 12% | 8% | -15% | -12 | -2% | 1%
52 | O=C(NCc1ccc(F)cc1)C1CCN(C(=O)c2cnn(-c3ccccc3)c2-n2cccc2)CC1 | i | 2 | -1% | -1% | . | 24% | . | . | -6%
53 | CCOC(=O)COc1nc(C)cc(C(F)(F)F)c1C#N | -17% | -13 | 20% | 13% | -2% | -32%[inhibitor] | -21 | -4% | -5%
54 | CCOc1ccc(NC(=O)C(CC(=O)O)Cc2ccc(Br)cc2)cc1 (stereo not given) | -29% | 4 | 4% | 0% | -3% | 12% | -12 | 9% | 3%
